From PubChem
SF-1 act = activators of human SF-1, primary screen, cell-based, CHO-K1, Gal4-SF-1 LBD, luciferase luminescence. CHO-K1 Gal4-SF-1 LBD luciferase reporter; % increase over DMSO SF-1-specific signal. activation, % at 10 µM. hit rate 1.9% among 65,000. AID 522, 2006;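 active = activation above the mean activation of all tested compounds plus 3 SD, cut at about 50% in these data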
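Material: CHO-K1 cells with Gal4–hSF-1 LBD chimera plus Gal4-driven luciferase / Input: 4,000 CHO-K1 cells per well / Incubation: compound exposure 20 h at 37 °C / Signal: luminescence read 15 min after SteadyLite luciferase reagent, after room-temperature equilibration / Read-out: percent activation versus DMSO / Benchmarks: DMSO negative control and −SF1 background wells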
DUSP1 inh = MKP-1 phosphatase inhibitors, primary screen, biochemical, in vitro | recombinant MKP-1, OMFP hydrolysis fluorescence | inhibition, %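 (compounds tested at a single concentration somewhere between 10 and 100 µM)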 | hit rate 0.15% among 65,000;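 active = inhibition above about 50%, limit read from the data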;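 also: 0% = DMSO max control wells and 100% = wells with enzyme stopped by NaOH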
D1 allo mod = D1 CRE-luciferase signal change, two-sided – cell-based, HEK293 D1, dopamine EC30, D1 allosteric modulator project, primary screen; D(1A) dopamine receptor (Homo sapiens), P21728; dopamine EC30 potentiation; actives deviate in either direction; B-score at 10 µM; hit rate 5.9% among 58,000;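 active = luminescence count or its row- and column-corrected plate score outside the 99.7% band of the plate's sample wells, on either side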
Target sequence (P21728 whole entry, looked up): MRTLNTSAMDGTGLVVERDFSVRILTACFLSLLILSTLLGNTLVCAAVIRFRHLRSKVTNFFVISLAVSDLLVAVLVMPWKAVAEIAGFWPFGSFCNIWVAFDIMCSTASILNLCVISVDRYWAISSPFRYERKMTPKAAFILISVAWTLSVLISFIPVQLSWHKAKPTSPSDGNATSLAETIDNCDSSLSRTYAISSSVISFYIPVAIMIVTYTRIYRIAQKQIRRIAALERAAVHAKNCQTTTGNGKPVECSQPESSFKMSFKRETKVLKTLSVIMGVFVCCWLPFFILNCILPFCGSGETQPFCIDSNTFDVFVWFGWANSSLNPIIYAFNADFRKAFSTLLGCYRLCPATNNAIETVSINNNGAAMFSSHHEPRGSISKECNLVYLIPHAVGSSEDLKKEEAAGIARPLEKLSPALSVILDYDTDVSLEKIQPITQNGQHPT
TNAP act mid DEA = human TNAP enzyme activators, primary screen, biochemical, luminescent, intermediate phosphate acceptor level. purified TNAP, CDP-star luminescence, 100 mM DEA, 30 min; active compounds read high; scale: 0 levamisole-inhibited, 1 vehicle-only enzyme. 64,000 tested, under 10 active. Alkaline phosphatase, tissue-nonspecific isozyme (Homo sapiens), P05186. activation factor at 20 µM. AID 813, 2007;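 active = activation factor of at least 2 at 20 µM, relative to controls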
Target sequence (P05186 whole entry, looked up): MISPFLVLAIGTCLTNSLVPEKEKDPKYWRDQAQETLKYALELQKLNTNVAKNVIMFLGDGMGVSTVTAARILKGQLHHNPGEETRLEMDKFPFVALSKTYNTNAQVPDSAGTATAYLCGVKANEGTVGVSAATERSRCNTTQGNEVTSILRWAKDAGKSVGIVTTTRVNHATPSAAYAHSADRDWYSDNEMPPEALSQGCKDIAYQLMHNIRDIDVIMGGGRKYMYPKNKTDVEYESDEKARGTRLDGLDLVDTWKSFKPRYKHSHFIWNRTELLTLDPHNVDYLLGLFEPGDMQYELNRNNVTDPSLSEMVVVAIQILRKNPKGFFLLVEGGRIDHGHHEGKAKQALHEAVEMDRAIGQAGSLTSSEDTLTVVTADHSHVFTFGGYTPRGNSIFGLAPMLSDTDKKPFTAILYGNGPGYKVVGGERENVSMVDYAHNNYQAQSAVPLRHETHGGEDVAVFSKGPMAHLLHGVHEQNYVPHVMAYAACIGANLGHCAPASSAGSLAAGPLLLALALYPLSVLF
Cdc25B block = inhibitors of Cdc25B phosphatase catalytic domain, primary screen, biochemical, OMFP fluorescence | M-phase inducer phosphatase 2 (Homo sapiens), P30305 | recombinant Cdc25B, OMFP fluorescence Ex485/Em525 | inhibition, %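 (compounds tested at 10 µM final in the well)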 | hit rate 0.1% among 65,000 | AID 368, 2006; in the data active = inhibition above about 50%
RORA act = activators of orphan receptor RORA, primary screen, cell-based, luminescence; Nuclear receptor ROR-alpha (Homo sapiens), P35398; CHO-K1 Gal4-RORA LBD luciferase reporter; percent increase over mock-subtracted basal signal; activation, % at 10 µM; hit rate 1.5% among 65,000; AID 560, 2006;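 active = activation above the mean of all tested compounds plus 3 SD, cut at about 49% in these data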;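 also: 0% = DMSO-treated RORA cells and 100% = added signal equal to DMSO minus mock-transfected cells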
FXIIa mix inh = human factor XIIa inhibitors, primary screen, biochemical, pooled compound mixtures, fluorogenic substrate; purified FXIIa; inhibition, % at 5 µM; hit rate 0.2% among 62,000; AID 684, 2007; in the data active = inhibition above about 20%, passing the limit was not always enough;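 also: 0% = enzyme without compound and 100% = no enzyme blank; some results filed as inactive read as strong as hits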
HER2 expr 66K = inhibitors of Her2 protein expression, primary screen, SKBR-3 cells, AlphaScreen, 66K library; Receptor tyrosine-protein kinase erbB-2 (Homo sapiens), P04626; SKBR-3 HER2 protein level, 18-24 h; active compounds read low; HER2 level % of control, % at 10 µM; hit rate 0.69% among 65,000;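 active = HER2 level under 5% of the carrier-only control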;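 also: 100% = DMSO carrier and 0% = 500 nM PU-H71 HSP90 inhibitor; lower value means stronger loss of Her2 protein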
Hsp90 block = tumor Hsp90 inhibitors, primary screen, cell lysate, fluorescence polarization, NCI-N417 lysate. Heat shock protein HSP 90-alpha (Homo sapiens), P07900. Cy3B-geldanamycin FP displacement. inhibition, % at 30 µM. hit rate 0.35% among 64,000;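 active = inhibition above 50%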;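 also: 0% = tracer plus lysate wells and 100% = tracer alone without lysate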
Numbers without * were called inactive; . = not tested or not shown.

#	compound	SF-1 act	DUSP1 inh	D1 allo mod	TNAP act mid DEA	Cdc25B block	RORA act	FXIIa mix inh	HER2 expr 66K	Hsp90 block
1	Cc1cccc(N(CC(O)CN(C)C)S(=O)(=O)c2ccccc2)c1 (configuration not stated)	3	-15	.	0.9	-4	2	-11	93	1
2	Cc1[nH]c(=O)[nH]c(=O)c1NC(=O)c1cccs1	-7	-5	0.59	0.9	-10	-4	1	105	-1
3	CCOc1ccc2[nH]c(=O)c(CN(CC3CCCN3CC)C(=O)NCc3ccccc3)cc2c1 (configuration not stated)	5	-10	-1.3	1	-3	9	4	85	0
4	Cc1cc2n(n1)C(c1ccc3c(c1)OCO3)Nc1ccccc1-2 (configuration not stated)	-15	9	11*	0.9	-10	-12	7	82	4
5	Cc1nc(SCC(=O)c2ccccc2)c(C#N)c(-c2ccco2)c1C(=O)NCc1ccco1	-2	-17	.	1	23	-13	.	111	-5
6	Cn1c(=O)n(C)c2cc(S(=O)(=O)O)ccc21	-26	13	.	0.9	-3	1	-1	114	-2
7	COCCNC(=O)c1ccc2c(=O)n(CCOC)c(=O)[nH]c2c1	-8	16	.	0.9	13	-4	6	78	.
8	Cc1ccc2nc(N3CCN(Cc4nnnn4Cc4ccccc4)CC3)c(C#N)cc2c1	12	8	0.69	0.9	-15	-10	-5	99	-7
9	Cc1nnc(SCC(=O)Nc2nccs2)[nH]c1=O	-11	-1	0.53	0.9	4	-4	9	78	0
10	CCc1cc2c(NCC(=O)O)ncnc2s1	11	-24	.	0.7	2	-11	2	132	2
11	COC(=O)c1cccc(S(=O)(=O)N(Cc2ccco2)Cc2cc3ccc(OC)cc3[nH]c2=O)c1	20	3	-0.75	0.9	9	22	-3	80	-7
12	CCCNC(=O)C1CCN(S(=O)(=O)c2ccc3nc4c(c(C(=O)O)c3c2)CCCCC4)CC1	-16	0	0.35	0.9	-7	0	-4	92	-4
13	Cc1cc(C)cc(N(CC(=O)N2CCc3ccccc32)S(=O)(=O)c2c(C)noc2C)c1	11	14	-0.17	0.9	-2	-4	2	104	-5
14	CCOC(=O)N1CCN(C(=O)c2ccccc2NC(=O)COc2ccccc2C)CC1	-4	5	-1.1	1	-11	21	0	102	-2
15	CC(=O)C1C(c2ccc(Cl)cc2)NC(=O)NC1(O)C(F)(F)F (configuration not stated)	-15	13	.	0.9	-2	-12	6	56	-2
16	O=C(O)CCCNc1ccc(S(=O)(=O)Nc2ccccc2C(=O)O)cc1C(=O)O	10	10	-0.81	0.9	6	5	3	87	-4
17	Cc1nn(C)c(C)c1NC(=O)CSc1nnc(C)n1-c1ccccc1	27	-8	1.2	0.9	5	-1	-7	81	-2
18	CCOc1ccccc1C(=O)N(CN1CCCC1=O)c1ccc(C)c(Cl)c1	9	8	.	1	-8	2	2	105	-3
19	CP(=O)(COC(=O)c1ccccc1)COC(=O)c1ccccc1	7	9	-0.035	0.9	-4	-3	-1	66	-1
20	Cc1cc2cc(CCNS(C)(=O)=O)c(=O)[nH]c2cc1C	4	20	-1.2	0.9	-1	-8	-5	88	0
21	COc1ccccc1/C=C/CN1CC(C)OC(C)C1 (configuration not stated)	10	-1	0.2	0.9	-12	-24	2	113	-3
22	Cc1cc(N/C=C2\CCCCC2=O)no1	-13	20	-0.49	0.9	0	-6	0	99	-2
23	CCOC(=O)N1CCN(c2c(NCC3CCCO3)c(=O)c2=O)CC1 (configuration not stated)	-10	9	0.21	1	-3	-17	2	113	0
24	C=CCOC(=O)c1[nH]c2c(c1C)C(=O)CC(c1cc(OC)c(OC)c(OC)c1)C2 (configuration not stated)	-52	-10	-3.2*	1	-13	-24	5	76	-1
25	Cc1cc(C(=O)OCC(=O)c2ccc(Br)s2)c(C)o1	36	3	0.094	0.8	-1	-6	14	83	-6
26	COc1ccccc1-c1nnc2n1N=C(c1ccc(O)c(O)c1)CS2	-67	-1	23*	0.6	-8	-46	.	57	65*
27	Cc1ccc(C2CC(C(F)(F)F)n3ncc(C(N)=O)c3N2)cc1 (configuration not stated)	-11	3	.	0.9	-24	-17	.	117	4
28	Cc1ccn2cc(C(=O)Nc3nnc(C)s3)nc2c1	20	-3	.	1.1	8	33	-20	74	5
29	Cc1nc(CNS(=O)(=O)c2cc(C)c(C)cc2C)cs1	-3	-5	0.025	0.9	-9	-16	-6	118	-1
30	Cc1ccc(/C=C/S(=O)(=O)N2CCC(C(=O)O)CC2)cc1	-12	2	-1.4	1	-20	-26	7	95	-1
31	O=C(c1noc2c1CCCC2)N1CCN(Cc2ccccc2)CC1	-9	1	-0.11	1	-1	27	2	96	-1
32	O=C(c1ccc(S(=O)(=O)N2CCCCC2)cc1)N1CCCc2ccccc21	3	1	0.021	0.9	-4	-5	3	82	-2
33	Nc1nnc(SCC(=O)N2CCc3ccccc32)n1-c1ccccc1	-9	0	-0.79	0.9	-8	-9	2	105	-17
34	COc1ccc(OC)c(N(CC(=O)Nc2cccnc2)S(=O)(=O)c2ccc(OC)c(OC)c2)c1	-8	2	.	0.9	3	-11	7	121	-1
35	O=C(NCCCN1CCOCC1)c1cc2c(=O)[nH]c3ccccc3c2s1	3	28	0.084	1	-11	-8	-2	81	-4
36	Cc1ccc(C2CC(=O)c3cnc(N4CCN(c5ccccc5)CC4)nc3C2)cc1 (configuration not stated)	5	10	-0.78	0.9	-2	6	-16	89	-1
37	CCOC(=O)c1cc(C(=O)OCC)cc(-n2c(C)cc(C(=O)CN3CCOCC3)c2C)c1	-1	23	4.9*	1	1	-16	3	104	-5
38	COc1ccc(CN(Cc2cc3cccc(C)c3[nH]c2=O)C(=O)N(C)C)cc1	-8	-7	-0.68	0.9	-8	-3	10	77	-1
39	O=C(CN1C(=O)CCS(=O)(=O)c2ccccc21)NCc1ccc2c(c1)OCO2	-6	4	0.033	0.9	-13	-19	6	94	8
40	CCOC(=O)Cn1c(N2CCCCCC2)nc2c1c(=O)[nH]c(=O)n2C	-2	9	.	0.9	6	11	-22	103	0
41	CCCN1Cc2cccc(C(=O)NC3CCCC3)c2C1=O	-17	-3	12*	0.8	-8	-7	1	127	1
42	O=C1CN(C(=O)c2ccco2)C(c2ccc(F)cc2)c2cc(Cl)ccc2N1 (configuration not stated)	-22	-18	0.031	.	2	0	.	91	-3
43	COc1ccc(C2C3=C(CC(C)(C)CC3=O)Nc3n[nH]c(C)c32)cc1 (configuration not stated)	-15	12	0.13	1	-2	-4	3	158	.
44	OC(CNCCCN1CCCCC1)COc1ccccc1 (configuration not stated)	-5	0	.	0.9	-14	-21	5	99	-1
45	CCCS(=O)(=O)N1CCCC(C(=O)NC2CCCCC2)C1 (configuration not stated)	-2	3	-0.015	1	12	11	10	61	1
46	CCOC(=O)c1[nH]c2ccccc2c1NC(=O)CN(C)C	10	-14	.	0.8	-14	-8	.	86	-5
47	CC(=O)Nc1ccc(OCC(O)Cn2nc(C)c(C(C)=O)c2C)cc1 (configuration not stated)	4	-3	-0.69	0.9	-1	-6	10	96	-3
48	C/C(=N\O)C(=O)NCC1CCNCC1	-16	5	.	1	15	-2	-3	73	4
49	Cc1cc(C)n(C(=O)CCC(=O)NCc2ccccc2)n1	-16	-26	-0.013	1	5	-13	2	107	-2
50	Nn1c(SCc2csc(-c3ccccc3)n2)nnc1-c1cccs1	-4	-12	0.57	0.8	1	13	11	111	-4
51	C=CCNc1oc(-c2cccc3ccccc23)nc1C#N	5	-12	0.86	0.9	-5	21	6	83	-6
52	Cc1oc(CC(C)C)c(CN2CCCC2)c1C(=O)O	-12	22	0.59	0.9	-1	19	4	108	-1
53	O=C(CSc1nnc2n(C3CCCCC3)c(=O)c3ccccc3n12)OC1CCCCC1	-25	0	0.29	0.9	11	12	10	72	2
54	Cc1cc(C(F)F)n2nc(C(=O)Nc3c(F)cc(F)cc3Br)nc2n1	-16	6	-0.93	1	-10	-22	9	102	-7
55	CCc1nc(NC2CCCCC2)c(C#N)c2c1COC(C)(C)C2	-6	-26	.	0.9	5	6	.	85	-2
56	COC(=O)[C@H](CCSC)NC(=O)Nc1ccc(C(C)=O)cc1	-3	-7	0.021	0.9	-2	5	-6	103	0
57	Cc1ccc(C)c(N2CCN(C(=O)C3CCN(S(=O)(=O)c4cccc5nsnc45)CC3)CC2)c1	-15	0	-0.6	0.9	9	-11	2	70	-3
58	O=C(Nc1nnc(SCc2ccccc2F)s1)c1ccco1	16	-27	.	0.9	22	24	-26	75	0
59	Oc1ccc2cccnc2c1	2	-12	-0.98	1	-2	0	7	174	1
60	Cc1cccc(N2CCN(C(=O)c3ccc(N4CCCC4=O)cc3)CC2)c1C	0	26	-0.29	1	-11	-4	6	85	-2

Other structures follow.
#	compound	SF-1 act	DUSP1 inh	D1 allo mod	TNAP act mid DEA	Cdc25B block	RORA act	FXIIa mix inh	HER2 expr 66K	Hsp90 block
61	CCOC(=O)c1ccc(NC(=O)CC2OCCN(CC)C2=O)cc1 (configuration not stated)	5	-5	.	1	-2	-10	2	109	4
62	CSc1nc(SCC(N)=O)c2c3c(sc2n1)CN(C)CC3	0	5	.	0.9	-1	12	4	114	.
63	CCOCCCNc1ncnc2c1[nH]c1ccccc12	-36	-6	-1	0.9	-7	-8	5	82	-2
64	Cc1cccc2cc(C#N)c(NCCCn3ccnc3)nc12	-5	2	4.6	1	4	-13	5	102	-3
65	CCc1nc(C)cn1S(=O)(=O)c1cc(OC)c(C)cc1C	3	-31	-0.85	0.9	-5	3	9	103	1
66	CCCNC(=O)NC(=O)COC(=O)c1ccc(OC)c(S(=O)(=O)N2CCCc3ccccc32)c1	1	10	1.7	0.9	-15	-16	9	86	-4
67	COc1ccccc1CNS(=O)(=O)c1ccc2c(c1)oc(=O)n2C	-34	7	.	1	-7	-6	14	92	-2
68	Oc1ccc(Br)cc1-c1cc(-c2ccccc2F)[nH]n1	6	-8	.	0.8	-2	8	.	73	1
69	C=CCNc1nc(N)c(C(=O)c2ccc3c(c2)OCO3)s1	20	27	18*	0.9	7	25	12	39	1
70	CCC(C)(C)NC(=O)C(c1ccc(C)o1)N(Cc1cccs1)C(=O)Cn1nnc2ccccc21 (configuration not stated)	-8	-19	1.3	0.9	-10	-25	-18	85	1
71	CCn1c(NCc2cccc(OC)c2OC)nc2ccccc21	11	-10	-0.61	1	-6	12	6	57	-5
72	O=C(CCc1nc2ccccc2[nH]c1=O)OCc1ccc(S(=O)(=O)N2CCOCC2)cc1	-1	0	0.48	0.9	-11	-13	-2	111	-4
73	CC1CN(C(=O)Nc2ccc3snnc3c2)c2ccccc21 (configuration not stated)	31	5	-3.4	0.8	2	25	-14	96	-3
74	O=C(Nc1ccccc1)OC1C2CCC1C(N1CCCCC1)CC2 (configuration not stated)	-3	-23	-0.76	0.9	-23	8	3	105	0

Three compounds from above, sorted by molar mass, largest number first:
#	compound	SF-1 act	DUSP1 inh	D1 allo mod	TNAP act mid DEA	Cdc25B block	RORA act	FXIIa mix inh	HER2 expr 66K	Hsp90 block
62	CSc1nc(SCC(N)=O)c2c3c(sc2n1)CN(C)CC3	0	5	.	0.9	-1	12	4	114	.
71	CCn1c(NCc2cccc(OC)c2OC)nc2ccccc21	11	-10	-0.61	1	-6	12	6	57	-5
73	CC1CN(C(=O)Nc2ccc3snnc3c2)c2ccccc21 (configuration not stated)	31	5	-3.4	0.8	2	25	-14	96	-3

This is a random part of the collection; 8.9% or so of the library scored in one or more.
